# Assay outcomes (PubChem)
# Hck-Nef inh: inhibitors of Nef-activated human Hck kinase, primary screen, biochemical, Z-Lyte FRET, 384-well, Hck-YEEI; actives 0.68% (n = 220,000); Recombinant Hck-YEEI plus Nef, Z-Lyte FRET kinase assay; AID 463187, 2010; Tyrosine-protein kinase HCK (Homo sapiens), P08631; inhibition, % at 20 µM;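 active means Hck-Nef kinase inhibition above about 50%, limit read from the data; inactive means inhibition below that limit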;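 further: 0% = DMSO with Hck plus Nef and 100% = Hck alone without Nef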
# Target sequence (P08631 whole entry, looked up): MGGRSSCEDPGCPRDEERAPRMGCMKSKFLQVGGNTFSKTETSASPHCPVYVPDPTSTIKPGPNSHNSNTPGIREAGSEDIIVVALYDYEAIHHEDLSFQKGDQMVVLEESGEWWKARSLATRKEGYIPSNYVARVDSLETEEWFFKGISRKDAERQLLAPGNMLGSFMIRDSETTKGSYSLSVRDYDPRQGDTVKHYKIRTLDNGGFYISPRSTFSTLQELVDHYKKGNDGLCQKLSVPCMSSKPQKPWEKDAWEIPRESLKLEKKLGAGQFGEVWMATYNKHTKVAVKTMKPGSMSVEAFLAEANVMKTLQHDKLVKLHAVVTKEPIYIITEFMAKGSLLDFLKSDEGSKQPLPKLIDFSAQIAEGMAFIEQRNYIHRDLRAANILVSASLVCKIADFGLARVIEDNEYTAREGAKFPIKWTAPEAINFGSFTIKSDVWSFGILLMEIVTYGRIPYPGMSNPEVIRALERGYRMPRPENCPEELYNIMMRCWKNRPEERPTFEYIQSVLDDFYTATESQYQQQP
# MDM2 E3 inh: MDM2-luciferase reporter signal enhancers, primary screen, MDM2 E3 ligase inhibitor project, cell-based, luminescence, 1536-well | cell-based MDM2 ubiquitination luciferase reporter, 2 h; 0 = plate control, 100 = twice control, blank-subtracted | actives 0.11% (n = 210,000) | E3 ubiquitin-protein ligase Mdm2 (Homo sapiens), Q00987 | signal enhancement, % at 5 µM | AID 1230, 2008;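 active means signal enhancement of 30% or more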;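 further: luminescence tracks abundance of the self-degrading MDM2-luciferase fusion protein; higher signal means inhibition of MDM2 E3 ligase activity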
#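 Assay system: mammalian cells stably expressing self-ubiquitinating, self-degrading MDM2 E3–luciferase fusion. Quantity: 2000 cells in each well. Medium: DMEM culture medium. Compound dosing: single-point 5 µM. Timing: cell settling 4 h, compound treatment 2 h, both 37 °C. Technique: luciferase luminescence. Read-out basis: percent signal gain over controls, blank-subtracted. Benchmarks: plate controls and plate blanks.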
# RBBP9 inh: human RBBP9 inhibitors, primary screen, biochemical, fluorescence polarization, FP-Rh probe, HTS | recombinant RBBP9 | inhibition, % at 7.94 µM | actives 0.2% (n = 220,000);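 active means inhibition above the campaign mean of all tested compounds plus 3 SD, cut at about 14% in these data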;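 further: plate controls were DMSO wells with RBBP9 for no effect and wells lacking RBBP9 protein for full effect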
# Target sequence (O75884 whole entry, looked up): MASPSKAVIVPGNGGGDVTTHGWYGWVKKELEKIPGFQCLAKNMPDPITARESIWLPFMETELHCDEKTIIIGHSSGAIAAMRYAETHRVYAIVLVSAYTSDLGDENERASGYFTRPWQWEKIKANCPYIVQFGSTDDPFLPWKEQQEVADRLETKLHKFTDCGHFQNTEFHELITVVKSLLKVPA
#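 System: RBBP9 protein / Quantity: 2.5 µM RBBP9 dispensing solution, before mixing / Also added: Serine-hydrolase probe FP-Rh, 375 nM pre-mixing / Dosing: 7.94 µM single dose, 0.794% DMSO / Timing: enzyme-compound preincubation 30 min, then probe labeling 45 min, 25 °C / Signal: FP readout at 525/598 nm / Controls: DMSO-treated enzyme wells and wells lacking RBBP9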
# NPY-Y1 PAM-ag: NPY-Y1 receptor potentiators or agonists, primary screen, cell-based. Neuropeptide Y receptor type 1 (Homo sapiens), P25929. NPY-Y1 expressing cells, potentiator/agonist activation. actives 0.37% (n = 220,000). activation, % at 3.6 µM. AID 1304, 2008; in the data active means activation above about 33%, passing the limit was not always enough;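 further: cells stimulated with NPY at EC10 then isoproterenol at EC100; 0% = low agonist plus stimulus and 100% = saturating agonist plus stimulus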
# NPY-Y1 antag: NPY-Y1 receptor antagonists, primary screen, cell-based | inhibition, % at 3.6 µM | actives 1% (n = 200,000) | AID 1040, 2008 | Neuropeptide Y receptor type 1 (Homo sapiens), P25929 | HEK293-CNG Y1 cells, membrane potential fluorescence; NPY at EC95, then isoproterenol;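 active means inhibition above the campaign mean inhibition of all tested compounds plus 3 SD, cut at about 20% in these data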;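 further: 0% = DMSO wells given NPY plus isoproterenol and 100% = isoproterenol alone without NPY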
#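 Test system: HEK293 cells co-expressing NPY Y1 receptor and cyclic-nucleotide gated channel; Also added: NPY (25 nM), isoproterenol (1 µM), Ro 20-1724 (25 µM); Compound dosing: one concentration, 3.6 µM, in 0.4% DMSO; Timing: dye 3 h, compound 60 min room temperature, stimulation 45 min; Technique: Membrane-potential fluorescent dye readout.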
# Runt-SMMHC FRET: inhibitors of RUNX1 Runt–CBFb-SMMHC binding, primary screen, biochemical, FRET, Cerulean-Runt, Venus-CBFb-SMMHC, uHTS; Cerulean-Runt/Venus-CBFb-SMMHC FRET ratio 530/480, 1 h; inhibition, % at 20 µM; Runt-related transcription factor 1 (Homo sapiens) + Core-binding factor subunit beta …; AID 1434, 2008; actives 0.74% (n = 220,000);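 active means mean inhibition across duplicate retests at 20 µM reaching about 50%, limit read from the data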;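 further: 0% = DMSO wells and 100% = wells with excess untagged CBFb-SMMHC; inhibitors lower the FRET ratio by blocking Runt binding to CBFb-SMMHC; some results filed as inactive read as strong as hits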
# Runt-CBFb FRET: inhibitors of RUNX1 Runt–CBFb binding, primary screen, biochemical, FRET, Cerulean-Runt, Venus-CBFb, uHTS | Runt-related transcription factor 1 (Homo sapiens) + Core-binding factor subunit beta … | Cerulean-Runt/Venus-CBFb FRET ratio 530/480, 1 h | inhibition, % at 20 µM | actives 0.46% (n = 220,000);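 active means inhibition over about 50% at 20 µM in the single-dose screen, limit read from the data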;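 further: 0% = DMSO wells and 100% = excess unlabeled CBFb competitor control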
#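 Measured by: fluorescence energy transfer, 422 nm excitation, 530/480 nm emission; Assay system: Cerulean-Runt domain; Medium: Tris pH 7.5 buffer with BSA; Measure: loss of energy transfer signal; Controls: 5 µM unlabeled CBFb as full-inhibition high control; Incubation: protein complex preformed 1 h, compound exposure 1 h, room temperature, dark.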
# p97 ATPase inh: inhibitors of human p97 ATPase, primary screen, biochemical; Transitional endoplasmic reticulum ATPase (Homo sapiens), P55072; recombinant p97 ATPase, Kinase-Glo ATP luminescence, 3 h; inhibition, % at 8 µM; actives 0.42% (n = 220,000); AID 1481, 2009; in the data active means inhibition above about 15%;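 further: 0% = DMSO vehicle and 100% = wells lacking enzyme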
# NPY-Y2 PAM-ag: NPY-Y2 potentiators or agonists, primary screen, cell-based; actives 0.45% (n = 220,000); activation, % at 3.6 µM; Neuropeptide Y receptor type 2 (Homo sapiens), P49146; AID 1359, 2008; cells expressing NPY-Y2, potentiator/agonist read-out; in the data active means activation above about 27%;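 further: cells stimulated with NPY near EC25 plus isoproterenol at EC100; 0% = vehicle plus submaximal agonist and 100% = vehicle plus saturating agonist; some results beyond the cut were filed as inactive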
# Numbers without * were called inactive; / = no result given.
SMILES,Hck-Nef inh,MDM2 E3 inh,RBBP9 inh,NPY-Y1 PAM-ag,NPY-Y1 antag,Runt-SMMHC FRET,Runt-CBFb FRET,p97 ATPase inh,NPY-Y2 PAM-ag
CCOC(=O)c1c(C)oc2c1c1c(c3ccccc32)OCN(Cc2ccccn2)C1,0,-14,-8,-47,1,-33,-15,-4,-31
CCOc1ccc(CN(C)C(=O)c2cccnc2SC)cc1OC,22,-12,-3,10,0,-8,1,3,13
CN=c1scc(C)n1/N=C/c1ccc(O)cc1,3,-15,-4,-17,-2,-5,2,2,13
CCc1ccc(-c2cc(C(=O)NCc3ccco3)c3ccccc3n2)s1,6,-6,-9,-14,1,8,3,0,2
O=C(Nc1ccc2nc(-c3ccco3)c(-c3ccco3)nc2c1)N1CCCCCC1,47,-27,0,4,1,-126,-18,4,-3
c1nc(N2CCCCCC2)c2[nH]cnc2n1,7,-7,-6,-6,-1,0,-1,-2,-8
COc1ccc(-c2cc(=O)[nH][nH]2)cc1OC,6,-3,0,-7,1,-5,2,14,1
NN1C(=O)NC(c2ccccc2)(c2ccccc2)C1=O,1,-13,-6,9,0,-2,/,3,-1
Cc1sc(NC(=S)NC(=O)CCc2ccccc2)c(C(N)=O)c1C,13,3,5,-15,6,2,29,7,-2
CCn1ccnc1CN1CCCC(C(=O)c2ccc3c4c(cccc24)CC3)C1 (centres undefined),5,-17,-14,-19,3,0,1,-1,-12
COC(=O)N[C@H](CC(C)=O)c1cccc(C(F)(F)F)c1,-1,/,5,-8,-1,2,-1,3,8
CCOC(=O)c1[nH]c(C)c(C(=O)OCc2c(C)noc2C)c1C,0,-12,-2,-3,0,0,-3,-4,-15
CCOC(=O)c1ccc(NC(=O)c2nc[nH]c2C(=O)NCc2ccccc2)cc1,23,-8,/,/,/,-1,20,/,/
CC(=O)NC(C)c1nc2ccccc2n1CC(=O)NC(C)CCc1ccccc1 (centres undefined),-34,-3,1,21,-4,1,-2,1,-5
CC(=O)NNc1cc(=O)c2c(=O)n(C)c(=O)n(C)c2[nH]1,0,-14,-3,27,-1,1,-5,2,-1
Cc1ccccc1-n1c(SCC(=O)NCc2cccs2)nnc1-c1ccncc1,0,-3,-9,21,0,5,-1,0,5
CC(C)(C)c1ccc(COc2ccsc2C(=O)O)cc1,21,-6,-6,3,11,0,0,0,-10
C=CCNC(=O)CN(c1cccc(Br)c1)S(C)(=O)=O,0,-11,-10,18,2,0,0,6,16
NC(=S)COc1ccccc1,-2,-12,-3,5,/,-4,0,-1,-3
CCOC(=O)c1ccc(NC(=O)CSc2nnc(-c3cccs3)n2CC)cc1,1,-5,3,-13,0,-4,0,-2,10
COc1ccccc1C1(CC(=O)O)CCOC(C)(C)C1 (centres undefined),5,-13,2,-19,4,-18,-3,1,-7
CC1C(C)C(O)(c2ccccc2)CCN1C (centres undefined),-1,/,-7,12,6,-2,-1,2,7
CCOC1=NN(c2ccc(Cl)cc2)C(=O)/C1=C\N(C)C,17,-4,-1,-4,3,0,1,6,-1
CCCOc1ccc(N2C(=O)CC(N(CCc3ccccc3)C(=O)c3ccccc3)C2=O)cc1 (centres undefined),21,-20,-8,-2,0,-7,0,-1,-4
CN(C)CCOc1ccc2ccccc2c1,2,0,-8,-13,1,-2,-1,-2,-15
O=C(NCCC1=CCCCC1)c1cc2c(s1)CS(=O)(=O)C2,0,3,-8,15,1,-1,1,4,-7
CCN1CCN(Cc2c(OC)ccc3ccccc23)CC1,5,-12,-3,-13,3,0,-1,3,7
Cc1nn(CC2CC2)c(=O)n1-c1ccc(Oc2ccccc2)cc1,7,-22,-2,24,1,-1,1,-2,-3
O=S(=O)(/N=C(\c1ccccc1)N1CCOCC1)c1ccc(Cl)cc1,0,-16,-4,1,6,0,2,3,14
COc1ccc(S(=O)(=O)NNC(=O)c2ccccc2-n2cccc2)cc1,21,-15,-9,8,0,-2,-2,4,11
O=C(COC(=O)c1cncc(Br)c1)NC1CCCCC1,15,-5,-7,5,1,-6,1,-1,6
S=C1NC[C@H](CC2CCCCC2)N1CCCCC1CCCCC1,25,-13,/,/,/,-2,-3,/,/
Cc1cc(CNC(=O)COc2c(F)c(F)cc(F)c2F)c2ccccc2n1,-6,-31,-1,4,-5,-4,2,1,0
CCn1nc(C)c(CN2CCCC(CO)(Cc3cccc(Cl)c3)C2)c1C (centres undefined),20,0,-5,-8,-1,5,-2,0,0
COC(=O)C1CCN(C(=O)c2cc3c(=O)n4cccc(C)c4nc3n2Cc2ccccc2)CC1,21,-72,-8,6,/,5,-1,-1,-17
CCCN1C(=O)c2ccccc2NC1c1ccc(OC)c(CSc2ccccn2)c1 (centres undefined),0,-9,-8,-30,20,1,2,-1,-8
COc1ccc(-c2nc3ccccc3n2CCC(C)C)cc1OC,1,-5,5,-10,14,0,-4,4,-13
N=P(N1CCOCC1)(N1CCOCC1)C12CC3CC(CC(C3)C1)C2,2,-10,-6,-3,0,2,-4,5,4
O=C(Nc1nc(-c2ccccc2)cs1)NC1CCCCC1,0,4,-12,7,9,2,0,2,-17
O=C1CCC(=O)N1CNc1ccc(Oc2ccccc2)cc1,-8,2,4,-4,-1,-1,0,5,-7
O=c1cc(CSc2nnnn2-c2ccccc2)nc2nc[nH]n12,11,-2,-3,-17,1,2,2,1,4
Cc1onc(-c2c(Cl)cccc2Cl)c1C(=O)NNC(=O)c1c(-c2c(Cl)cccc2Cl)noc1C,1,-2,-3,6,/,0,1,3,10
Cn1c(SCC(O)c2ccccc2)nnc1-c1ccc2ccccc2c1 (centres undefined),13,1,7,-16,/,0,-1,7,-6
COc1ccc(/C=C/C(=O)N(Cc2cccs2)C2CCS(=O)(=O)C2)cc1 (centres undefined),14,-7,-10,14,/,1,1,-2,18
C=CCNC(=O)c1ccc(-c2ccc([N+](=O)[O-])cc2)o1,2,3,-5,-20,9,4,16,4,8
O=C(CCn1c(=O)[nH]c2ccsc2c1=O)N1CCN(c2cccc(Cl)c2)CC1,6,0,0,2,-3,3,-2,4,0
Cc1ccc(CNC(=O)CCS(=O)(=O)c2ccc(Cl)cc2)cc1,0,-12,-6,5,1,-1,-1,10,5
CC(C)OC(=O)C(C)Nc1ccc(F)c(Cl)c1 (centres undefined),21,-4,-5,-10,/,-3,-2,-1,6
Cc1ccc(S(=O)(=O)N(C)c2ccc(C(=O)N3CCN(Cc4ccc5c(c4)OCO5)CC3)cc2)cc1,-2,-16,-8,29,-7,-6,-6,-3,6
COc1ccc(C(C)=O)cc1COC(=O)c1c(C)noc1C,1,-71,-7,-3,6,-1,-2,-1,-10
COc1ccc(-c2nc(CS(=O)CC(=O)NCCC3=CCCCC3)c(C)o2)cc1 (centres undefined),0,-9,-4,-6,6,-6,-2,-7,-3
O=C(/C=C/c1cccs1)N1CCOCC1,6,3,1,10,0,1,0,1,-5
N#Cc1c(N)n[nH]c1-c1cc2c([nH]1)CCCC2,42,-31,0,10,2,3,0,5,7
CCOC(=O)C1C(=O)C=C(c2ccc(Br)cc2)CC1c1ccco1 (centres undefined),0,4,-1,-11,12,4,7,-3,-3
CCCOc1ccc(C(=O)OCC(=O)c2c(N)n(C)c(=O)n(C)c2=O)cc1OCC,22,-4,10,11,-2,1,0,10,8
CC(=O)c1ccc(N2CCN(C(=O)CCN3C(=S)NC(C)(C)CC3C)CC2)cc1 (centres undefined),4,-8,-8,9,-2,-2,1,2,6

# Single records, from the list above. Order of values: Hck-Nef inh | MDM2 E3 inh | RBBP9 inh | NPY-Y1 PAM-ag | NPY-Y1 antag | Runt-SMMHC FRET | Runt-CBFb FRET | p97 ATPase inh | NPY-Y2 PAM-ag
# Listed for CC(=O)c1ccc(N2CCN(C(=O)CCN3C(=S)NC(C)(C)CC3C)CC2)cc1 (centres undefined) = 4 | -8 | -8 | 9 | -2 | -2 | 1 | 2 | 6
# Listed for Cc1ccc(CNC(=O)CCS(=O)(=O)c2ccc(Cl)cc2)cc1 = 0 | -12 | -6 | 5 | 1 | -1 | -1 | 10 | 5
# Listed for CC(C)OC(=O)C(C)Nc1ccc(F)c(Cl)c1 (centres undefined) = 21 | -4 | -5 | -10 | / | -3 | -2 | -1 | 6
# Listed for Cc1ccc(S(=O)(=O)N(C)c2ccc(C(=O)N3CCN(Cc4ccc5c(c4)OCO5)CC3)cc2)cc1 = -2 | -16 | -8 | 29 | -7 | -6 | -6 | -3 | 6
# Listed for N#Cc1c(N)n[nH]c1-c1cc2c([nH]1)CCCC2 = 42 | -31 | 0 | 10 | 2 | 3 | 0 | 5 | 7

# Quoted from the entries so far, 2 compounds:
SMILES,Hck-Nef inh,MDM2 E3 inh,RBBP9 inh,NPY-Y1 PAM-ag,NPY-Y1 antag,Runt-SMMHC FRET,Runt-CBFb FRET,p97 ATPase inh,NPY-Y2 PAM-ag
O=C(CCn1c(=O)[nH]c2ccsc2c1=O)N1CCN(c2cccc(Cl)c2)CC1,6,0,0,2,-3,3,-2,4,0
Cc1ccc(CNC(=O)CCS(=O)(=O)c2ccc(Cl)cc2)cc1,0,-12,-6,5,1,-1,-1,10,5

# Rows were taken by chance. About 3.5% of those tested had a hit in this group.
